# hiPSC survival: increases survival of single human iPS cells; hiPSC single-cell survival, ATPlite luminescence; 100% = ROCK inhibitor wells, 0% = DMSO; survival enhancement, % at 20 µM; actives 0.044% (n = 360,000); AID 602274; in the data active = survival enhancement above about 18%;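 note: cells exposed to compounds for 16 hours before the ATP read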
# NR2E3 ag-1: NR2E3 (human) agonism; GST-NR2E3/biotin-RetCOR TR-FRET, 1536-well; Q9Y5X4; inhibition of corepressor binding, % at 4.78 µM; AID 2300; actives 0.12% (n = 320,000);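 active = percent inhibition above the cutoff of mean plus 3 SD of all tested compounds, set per screening campaign, cut at about 20% in these data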;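 note: 0% = DMSO wells and 100% = biotin wells as full block of FRET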
# Target sequence (Q9Y5X4 whole entry, looked up): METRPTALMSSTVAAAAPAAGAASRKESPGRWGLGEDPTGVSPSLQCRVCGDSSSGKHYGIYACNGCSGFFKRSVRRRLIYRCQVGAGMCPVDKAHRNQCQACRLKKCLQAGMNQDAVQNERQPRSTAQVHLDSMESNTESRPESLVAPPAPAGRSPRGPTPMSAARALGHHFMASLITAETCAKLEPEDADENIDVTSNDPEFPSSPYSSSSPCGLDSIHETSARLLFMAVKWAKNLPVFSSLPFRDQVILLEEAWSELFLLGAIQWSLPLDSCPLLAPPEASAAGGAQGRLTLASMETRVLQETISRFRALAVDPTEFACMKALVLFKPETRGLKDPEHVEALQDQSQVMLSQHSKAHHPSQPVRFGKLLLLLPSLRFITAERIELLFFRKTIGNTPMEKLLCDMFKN
#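 Material: NR2E3–RetCOR corepressor complex / Incubation: Compound–protein incubation for 5 h at 4 °C / Dosing: compound at 4.8 µM, single dose / Detection: time-resolved FRET / Benchmarks: high control biotin, low control 0.6% DMSO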
# TWEAK Fn14 block: blocks TWEAK-Fn14 interaction in a reporter cell assay | TWEAK-stimulated Fn14 reporter cells, luciferase luminescence, 8 h | inhibition, % at 10 µM | actives 2% (n = 360,000) | AID 1159606; in the data active = inhibition above about 50%
# Peg3 prom inh: Peg3 promoter activity inhibition. HeLa PEG-Prom luciferase reporter, luminescence, overnight. inhibition, % at 20 µM. actives 1.7% (n = 360,000). AID 588405;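 active = inhibition of at least 50% at 20 µM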
# MITF TRPM1 inh: MITF TRPM1 promoter inhibition in SK-MEL-5 cells; inhibition, % at 12.5 µM; SK-MEL-5 TRPM1 promoter luciferase, 24 h; actives 0.83% (n = 330,000); AID 488899;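 active = mean inhibition across replicates of 60% or more, whatever share of single replicates reaches that level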; note: values of inactives mirror those of a sister screen read the other way
# NR2E3 ag-2: agonists of human NR2E3 nuclear receptor | Q9Y5X4 | CHO-S Gal4-NCOR/VP16-NR2E3 two-hybrid, luciferase | inhibition of corepressor binding, % at 3.98 µM | actives 0.35% (n = 360,000) | AID 602229;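 active = inhibition above the mean of all tested compounds plus 3 SD, cut at about 70% in these data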;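 note: 0% = DMSO with NR2E3 transfected cells and 100% = cells lacking NR2E3 construct; higher means lower luciferase signal from less NR2E3 corepressor binding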
# HIF-2a inh: HIF-2a inhibition; 786-0 RCC cells HIF-2a reporter, luciferase luminescence, overnight; inhibition, % at 18.8 µM; actives 0.72% (n = 360,000); AID 624352;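 active = inhibition of the luminescence signal of 40% or more relative to plate controls, in a single-dose primary screen at 18.75 µM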
# KKLEB tox: reduces viability of KKLEB cystic fibrosis airway cells; KKLEB CF airway cells viability, ATPlite luminescence, overnight; hits give low values; cells stimulated with P. aeruginosa culture filtrate; activity change (cytotoxicity), % at 5 µM; actives 0.36% (n = 360,000);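 active = corrected activity change at or below -50% at 5 µM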
# Shn3 inh set2: reduces Shn3 3'UTR luciferase signal in osteoblasts; Clone20 osteoblast Shn3 3'UTR firefly luciferase, 24 h; inhibition, % at 12.5 µM; actives 0.52% (n = 360,000); AID 588674;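 active = mean inhibition of at least 75% with every replicate also reaching 75%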;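 note: 0% = median of neutral control wells and 100% = pilot-screen positive control compound; some compounds past the cut are filed as inactive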
# CF NFkB block: inhibitors of cystic fibrosis induced NF-kB | actives 0.86% (n = 360,000) | KKLEB NF-kB-GFP reporter, PAF-induced, GFP fluorescence overnight | inhibition, % at 5 µM;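 active = at least 50% inhibition at 5 µM, scaled per plate between neutral and stimulator controls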;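 note: PAF is a Pseudomonas aeruginosa culture filtrate used as stimulus; plate controls were PAF-stimulated DMSO wells for no effect and unstimulated DMSO wells for full effect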
# aDG glyco act: increases alpha dystroglycan glycosylation. activation, % at 10 µM. Pro5-aDG cells, alpha-DG glycosylation AlphaScreen (IIH6); 0% Pro5, 100% B10-LARGE cell signal. actives 0.22% (n = 360,000);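 active = activation of at least 8% versus controls, or a plate z-score of at least 8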;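 note: Pro5 are CHO cells carrying HIG-tagged alpha-DG that lacks glycosylation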
# * = called active by the depositor; · = not tested or not shown.
molecule	hiPSC survival	NR2E3 ag-1	TWEAK Fn14 block	Peg3 prom inh	MITF TRPM1 inh	NR2E3 ag-2	HIF-2a inh	KKLEB tox	Shn3 inh set2	CF NFkB block	aDG glyco act
CCN(CC)S(=O)(=O)c1cc(NC(=O)NCCCl)ccc1C	-0.3	3	0	8	7	15	14	7	0	-8	0.1
COc1ccc(C(=O)CSc2nnc(COc3ccccc3)n2Cc2ccco2)cc1	1.2	0	24	19	6	-19	0	14	16	-3	0.8
CC1CCCC(NC(=O)c2ccc3c(SCC(=O)O)c4c(nc3c2)CCC4)C1C (centres undefined)	0.5	-1	-2	-7	0	-15	2	-4	-4	5	0.1
CC(Sc1ccccc1)C(=O)N/N=C/c1cccnc1 (centres undefined)	-0.3	2	-10	18	3	-29	8	9	-11	-20	0.0
CC(C)Cn1c(-c2csc3ccccc23)n[nH]c1=S	-3.4	2	5	15	-9	-8	-15	-21	4	-5	0.2
COc1ccc(/C(C)=N/Nc2ccc(F)cc2F)c(O)c1	-0.7	-3	-2	-161	-14	-17	-175	-1	-21	-12	-0.4
COc1cc(C(=O)NCCCN2CCCC2=O)cc(Br)c1OCc1ccccc1	-0.2	-2	24	22	4	28	19	13	20	-4	0.0
COc1ccc(NC(=O)CN(C)C(=O)c2c(-c3ccccc3Cl)noc2C)cc1	-0.4	-1	-2	8	-2	-18	1	7	-3	-8	0.0
N#CC1=C(N)Nc2nc3ccccc3n2C1c1ccc(F)cc1 (centres undefined)	-2.1	4	-13	26	1	15	-5	-2	-5	-19	0.2
O=C(O)CNC(=O)c1ccc(Sc2ccccc2)c([N+](=O)[O-])c1	-0.8	3	30	4	-6	3	13	-1	7	-7	-0.3
COC(=O)Nc1ccc(S(=O)(=O)N2CCC(C(=O)N(C)C3CCCCC3)CC2)cc1	-0.5	-3	-12	12	11	3	26	5	1	0	-0.1
Cc1cnc(C2OCCO2)c2cccc([N+](=O)[O-])c12	3.1	·	-1	-27	·	9	-10	-10	-29	11	0.2
O=Cc1c(Nc2cccc(C(F)(F)F)c2)nc2ccccn2c1=O	0.9	-3	-17	-12	-4	-8	1	-12	-6	14	-0.1
O=C(COC(=O)/C=C/c1ccc(S(=O)(=O)N2CCOCC2)cc1)NCc1ccccc1	-0.5	2	-11	-6	-2	-6	11	-7	1	9	0.0
CCOc1cc(/C=N/NC(=O)C(C)Sc2ccccn2)ccc1O (centres undefined)	0.6	0	-25	0	5	-4	12	4	3	1	0.0
COc1ccc(OC)c(C(=O)COC(=O)C(CCSC)NC(=O)COc2ccccc2)c1 (centres undefined)	-0.1	1	-11	-5	5	4	-2	0	3	4	0.1
O=C(CCCSc1nnc(Nc2ccccc2F)s1)N1CCOCC1	-0.6	2	6	-47	-8	-19	-54	5	-8	-17	0.0
CC(C)NC(=O)NC(=O)CSc1nncn1C	7.1	1	-10	8	4	0	9	-1	15	7	0.0
O=C(Nc1ccncc1)C1CC(=O)N(c2ccc(F)cc2)C1 (centres undefined)	-0.6	4	-6	15	0	6	0	2	14	-22	0.0
CCCN(CC(=O)Nc1ccccc1OC)C(=O)C1CCCC1	0.1	2	-2	8	-9	17	7	13	-15	-3	-0.1
CN(C)S(=O)(=O)c1cccc(NC(=O)COC(=O)c2cccn2C)c1	-0.8	2	-2	-9	-6	-12	-16	6	·	6	-0.1
CNC(=O)/C(=C\c1cccc(Oc2ccccc2)c1)NC(=O)c1ccccc1	-0.6	-1	-3	27	8	13	5	1	18	-28	0.1
COc1cccc(-c2cnc(C(O)c3ccccc3)[nH]2)c1 (centres undefined)	-1.7	·	63*	-132	·	-28	-70	-8	-44	-15	0.2
Cc1ccc(N2CC(C(=O)NC3CC3)CC2=O)cc1Cl (centres undefined)	0.4	1	-3	-5	11	0	10	-1	-11	8	-0.2

# A draw from above in order of SMILES length, ascending:
molecule	hiPSC survival	NR2E3 ag-1	TWEAK Fn14 block	Peg3 prom inh	MITF TRPM1 inh	NR2E3 ag-2	HIF-2a inh	KKLEB tox	Shn3 inh set2	CF NFkB block	aDG glyco act
CC(C)NC(=O)NC(=O)CSc1nncn1C	7.1	1	-10	8	4	0	9	-1	15	7	0.0
CCCN(CC(=O)Nc1ccccc1OC)C(=O)C1CCCC1	0.1	2	-2	8	-9	17	7	13	-15	-3	-0.1
CN(C)S(=O)(=O)c1cccc(NC(=O)COC(=O)c2cccn2C)c1	-0.8	2	-2	-9	-6	-12	-16	6	·	6	-0.1

# Next compounds follow:
molecule	hiPSC survival	NR2E3 ag-1	TWEAK Fn14 block	Peg3 prom inh	MITF TRPM1 inh	NR2E3 ag-2	HIF-2a inh	KKLEB tox	Shn3 inh set2	CF NFkB block	aDG glyco act
Brc1ccccc1-c1nnc2sc(-c3ccc4c(c3)OCCO4)nn12	-3.5	3	-8	-15	4	-87	-91	-3	-11	21	-0.1
CCCCC(=O)Nc1ccc(NC(=S)NC(=O)CC(C)C)cc1OC	-1.5	-2	2	12	23	-14	16	-10	13	6	0.1
Cc1cccc(N2CCN(C(=O)CN(C)S(=O)(=O)c3ccc4c(c3)CCC(=O)N4)CC2)c1C	-0.2	5	9	5	·	-15	3	8	7	-19	0.0
O=[N+]([O-])c1nn(-c2ccc3c(c2)OCCO3)n(O)c1=NCc1ccc(F)cc1	-1.3	2	7	-59	8	3	-85	12	-8	4	1.1
CCCN=C1N(C)C[C@@H]2[C@@H]3C(=O)N(C)C(=O)[C@@H]3[C@](CC)(C(=O)OC)N12	1.5	·	3	2	-9	-19	1	13	-13	-6	0.0
Cc1cc(OCCOCCN(C)C)ccc1Cl	-1.2	3	4	8	-7	8	22	-8	-17	10	0.2
CS(=O)(=O)Nc1ccccc1C(=O)NCCSc1ccccc1	0.1	4	29	15	9	-14	16	-3	5	7	-0.1
Cc1ccc(-n2c(Cc3noc4ccccc34)n[nH]c2=S)cc1	0.0	3	9	13	4	-9	17	18	-17	-13	0.9
FC(F)(F)c1ccc(/C=N/n2c(COc3ccccc3)n[nH]c2=S)cc1	0.6	0	-12	10	8	-13	-6	10	-3	-4	0.0
O=C1/C(=C\c2ccc(O)cc2)CCC1CNc1ccc(Cl)cc1 (centres undefined)	-3.8	·	17	94*	-3	-31	0	17	1	-14	-0.2
COc1cc(OC)cc(N(C(=O)CNC(=O)c2cccs2)C(C(=O)NCC2CCCO2)c2ccccc2)c1 (centres undefined)	-0.1	5	17	9	7	-23	19	3	-12	-15	-0.2
Cc1ccc(-c2noc(CCCc3ccccc3)n2)cc1	6.7	0	-30	-185	-12	30	-202	-7	-33	13	0.0
Cc1cc(NC(=O)c2ccc(Br)c([N+](=O)[O-])c2)no1	-0.4	3	4	-11	5	-17	-20	0	1	24	0.9
Cc1ccc(Nc2nnc(SCc3cc(=O)n4ccsc4n3)s2)c(C)c1	-2.3	3	0	9	-1	-4	-25	-1	0	4	-0.2
COc1ccc(/C(N)=N/OC(=O)c2ccc3c(c2)OCO3)cc1OC	-2.4	1	-17	-179	-82	-45	-267	-6	-36	10	0.0
COc1ccc(NC(=O)Nc2cccc3c2O[C@H](CN(C)S(=O)(=O)c2c(C)noc2C)[C@@H](C)CN([C@H](C)CO)C3=O)cc1	-2.8	·	-106	-6	-18	-11	-18	16	-5	-22	0.1
O=C(COC(=O)c1cc(S(=O)(=O)N2CCOCC2)ccc1F)NCc1ccc2c(c1)OCO2	4.6	·	2	2	-1	9	11	9	-5	-16	0.3
O=C(Nc1ccc(F)c(Cl)c1)c1ccc2sc([C@H]3C[C@H](O)[C@@H](CO)O3)nc2c1	2.8	·	11	-183	·	-92	-262	2	-9	7	0.1
Cc1ccc(NC(=O)CNC(=O)c2ccco2)cc1Cl	-0.3	3	-4	-78	-14	-33	-116	-4	-50	-15	-0.2
O=C(COc1ccc(S(=O)(=O)N2CCCCC2)cc1Cl)N1CCOCC1	2.3	3	-8	2	5	-27	5	0	5	0	0.0
Cc1cc(NS(C)(=O)=O)c(=O)n(Cc2cccc(F)c2)c1	-0.6	·	26	17	-8	-10	14	-3	-5	-10	0.0
CCC(C(=O)OCC(=O)N(C)c1c(N)n(Cc2ccccc2)c(=O)[nH]c1=O)c1ccccc1 (centres undefined)	-0.4	-4	-7	-8	-6	10	5	13	-17	-19	-0.2
O=C(CSc1nc2c(sc3ccccc32)c(=O)n1CCO)NCC1CCCO1 (centres undefined)	-3.1	-3	-2	-1	-5	2	-3	10	22	-14	-0.2
Cn1c(=O)cc(SCC(=O)Nc2cccnc2)c2ccccc21	-3.6	-1	-4	-25	-22	-1	-45	-4	-14	-6	0.2
Cc1ccc(C2=NS(=O)(=O)N(C)C(C(=O)NC3CCCCC3)=C2)cc1	2.1	5	15	14	·	-18	-6	5	26	-7	-0.2
CSCCC(NS(=O)(=O)c1ccccc1F)C(=O)Nc1cccc(C)n1 (centres undefined)	1.9	-1	-8	11	5	11	6	-5	-2	-1	-0.1
COc1ccc(/C(=N/OC(C)=O)c2nccc3cc(OC)c(OC)cc23)cc1OC	-0.6	2	-5	11	4	-20	14	-2	10	14	-0.2
OC1CCC(Nc2ccn3nc(-c4cccc(OCc5ccccc5)c4)cc3n2)CC1 (centres undefined)	6.0	·	42	6	·	17	-173	0	1	-12	-0.2
O=C1CCCN1CC1CCN(Cc2nc(CC3CC3)no2)CC1	-0.4	2	-7	3	-6	-9	-13	1	14	-12	0.1
O=C(Nc1cccc(Cl)c1N1CCOCC1)c1ccc([N+](=O)[O-])o1	1.1	-2	11	15	58	1	12	-7	-20	18	1.3
Cc1ccc(CS(=O)(=O)CCC(=O)NCc2cccs2)cc1	0.4	0	17	16	9	9	-14	4	-13	-4	-0.1
COc1c(Cl)cccc1-c1cn2ccccc2n1	-0.5	2	-2	-278	-32	-202	-281	-20	-61	-16	0.3
CCOc1c(Cl)cc(CNCc2ccccn2)cc1OC	0.2	-1	-6	-19	-7	-1	9	0	8	11	0.0
COc1ccc(/C(C)=N\NC(=O)CNC(=O)C(c2ccccc2)c2ccccc2)cc1OC	0.8	0	3	19	1	-4	5	-3	-2	14	0.0
N#Cc1ccccc1NC(=O)c1ccc(-c2ccccc2Cl)o1	-1.3	-10	20	-373	-82	-74	-265	2	-78	-10	1.4
COc1cc(C(=O)OCCNC(=O)c2ccncc2)cc(OC)c1OC	0.5	-1	-10	13	1	3	19	4	23	-3	-0.2
CN1C(=S)SC(N(O)C(=O)Nc2cccc3ccccc23)C1(C)C (centres undefined)	-2.4	-2	-6	11	9	-20	1	0	-13	6	0.2
CCOC(=O)C1=C(COC(=O)COc2ccc(C(C)=O)cc2)NC(=O)NC1C (centres undefined)	-0.5	-3	3	10	17	-36	4	32	1	4	-0.1
O=C(CN1C(=O)NC2(CCc3ccccc32)C1=O)NCc1ccc(F)cc1 (centres undefined)	-0.5	·	-7	-15	-6	32	2	1	-7	-14	-0.3
Cn1cnnc1SC(C(=O)Nc1ccc(F)cc1)c1ccccc1 (centres undefined)	-0.8	3	-1	-8	4	-14	10	2	-33	-3	0.0

# Compound activity from PubChem.
